KCNQ2 block – KCNQ2 potassium channel inhibitors, primary screen, cell-based, CHO-K1, FluxOR thallium flux, B-score (AID 2156). 20 min; active compounds read low. B-score at 10 µM. actives 1.1% (n = 310,000);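 active = fluorescence ratio B-score at most minus 3 library SDs, with starting brightness B-score within 2 library SDs, cut at about -5.5 in these data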
Kir21 block – inhibitors of mouse Kir2.1 inward-rectifier potassium channel. Inward rectifier potassium channel 2 (Mus musculus), P35561. B-score at 10 µM. HEK293-Kir2.1, FluxOR thallium flux fluorescence; active compounds read low. actives 0.85% (n = 310,000). AID 1672, 2009;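 active = fluorescence ratio B-score at or below minus 3 SD of library scores, with starting-brightness B-score within 2 SD, cut at about -4.2 in these data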;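 also: channel flux triggered by added potassium and thallium sulfate stimulus; B-score of peak minus minimum fluorescence over baseline after thallium stimulus; more negative B-score means stronger Kir2.1 block with less thallium influx; some compounds called inactive have numbers as strong as hits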
Target sequence (P35561 whole entry, looked up): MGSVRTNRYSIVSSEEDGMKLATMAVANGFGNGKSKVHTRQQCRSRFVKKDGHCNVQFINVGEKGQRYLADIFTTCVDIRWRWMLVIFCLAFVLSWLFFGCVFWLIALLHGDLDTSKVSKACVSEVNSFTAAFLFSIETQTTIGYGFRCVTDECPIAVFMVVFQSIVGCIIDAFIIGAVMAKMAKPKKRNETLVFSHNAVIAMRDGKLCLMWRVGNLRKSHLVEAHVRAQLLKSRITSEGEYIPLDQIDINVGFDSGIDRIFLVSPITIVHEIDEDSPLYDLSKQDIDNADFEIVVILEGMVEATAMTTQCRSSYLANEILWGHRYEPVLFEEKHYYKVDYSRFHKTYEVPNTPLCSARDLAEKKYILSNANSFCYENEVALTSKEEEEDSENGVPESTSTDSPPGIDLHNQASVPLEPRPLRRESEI
CHT block – inhibitors of human choline transporter CHT; B-score at 10 µM; CHT-expressing cells, membrane potential dye, choline response; active compounds read low; actives 0.86% (n = 310,000); High affinity choline transporter 1 (Homo sapiens), Q9GZV3;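 active = B-score over 3 SD under the library average, and starting fluorescence ratio not unusually high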;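 also: choline stimulus applied at its EC90 after an EC20 pre-addition; B-score computed on integrated fluorescence ratio after choline addition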
Target sequence (Q9GZV3 whole entry, looked up): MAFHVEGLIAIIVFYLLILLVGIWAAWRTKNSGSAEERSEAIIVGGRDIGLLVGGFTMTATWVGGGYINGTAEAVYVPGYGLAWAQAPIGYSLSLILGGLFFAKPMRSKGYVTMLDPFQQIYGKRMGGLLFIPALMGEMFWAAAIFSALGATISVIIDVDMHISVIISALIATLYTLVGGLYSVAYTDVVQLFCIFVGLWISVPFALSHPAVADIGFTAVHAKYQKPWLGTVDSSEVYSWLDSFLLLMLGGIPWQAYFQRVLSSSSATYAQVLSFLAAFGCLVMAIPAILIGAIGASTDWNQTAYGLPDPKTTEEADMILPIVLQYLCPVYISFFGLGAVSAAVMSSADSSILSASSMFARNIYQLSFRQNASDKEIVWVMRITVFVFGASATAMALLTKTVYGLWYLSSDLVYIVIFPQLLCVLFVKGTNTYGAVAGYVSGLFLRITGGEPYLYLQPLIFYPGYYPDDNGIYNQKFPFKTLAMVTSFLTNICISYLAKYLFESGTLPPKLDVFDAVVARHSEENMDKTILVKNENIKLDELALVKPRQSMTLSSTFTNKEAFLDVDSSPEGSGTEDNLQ
Starred values were filed as active, the others as inactive; i = inactive.

KCNQ2 block | CHT block | Kir21 block | mol
i | i | 2.3 | Cc1ccc(NC2Sc3ccccc3NC2=O)cc1 (configuration not stated)
i | i | 0.24 | C/C(CCc1ccc2c(c1)OCO2)=N\NC(=O)c1ccccc1Br
i | i | -0.33 | Nc1ccc(C(=O)C(=O)c2ccc(N)cc2)cc1
i | i | 0.01 | Cc1ccc(S(=O)(=O)C(C#N)=C2N(C)c3ccccc3N2C)cc1
i | i | 0 | CCS(=O)(=O)c1ncc(Cl)c(C(=O)Nc2ccccc2OC)n1
i | i | 0.67 | NC(=O)[C@@H]1CCCN1C(=O)c1cc(COc2ccc3c(c2)CCCC3)on1
i | i | 1.6 | Cc1cccc(C(=O)OC(C)C(=O)NC(=O)NC2CCCCC2)c1O (configuration not stated)
i | i | -0.04 | Cn1c(Cc2c[nH]c3ccccc23)n[nH]c1=S
-6.1* | i | -0.32 | CCC(C)NC(=O)COC(=O)c1oc2ccccc2c1CSc1ccc(Cl)cc1 (configuration not stated)
i | i | -0.06 | O=c1cc(Cl)c2ccccc2n1-c1ccccc1
i | i | -1.1 | CCCCCC1CC1C(=O)N/N=C/c1ccc(N(C)C)cc1 (configuration not stated)
i | i | -0.3 | O=S(=O)(NCCc1ccccc1)c1cccc(S(=O)(=O)N2CCOCC2)c1
i | i | -0.62 | Nn1c(SCC(=O)Nc2ccc(F)cc2)nnc1-c1cccnc1
i | i | -1.6 | COc1cccc(-c2cc(C(=O)NCCCN3CCOCC3)no2)c1
i | i | 0.9 | O=S(=O)(/C=C/c1ccccc1)N1CCN(c2nc(-c3ccccc3)nc3ccccc23)CC1
i | i | 0.82 | COc1ccc(/C(O)=C2\C(=O)C(=O)N(c3cc(C)on3)C2c2ccc(OC)c(OC)c2)cc1OC (configuration not stated)
i | i | -0.03 | O=C(C1=C[C@H](c2csc3ccccc23)C[C@H](OCc2ccc(CO)cc2)O1)N1CCN(Cc2ccccc2)CC1
i | i | 1.4 | CCOc1ccc(N(CC(=O)N2CCN(c3ccc(F)cc3)CC2)S(=O)(=O)c2c(C)noc2C)cc1
i | i | 0.48 | COc1ccc(/C=C/C(=O)Nc2cccc(S(=O)(=O)NC3=NCCCCC3)c2)cc1
i | i | 1.5 | COc1ccc(/C=N/NC(=O)c2cccnc2)cc1CN1CCOCC1
i | i | -0.17 | O=C(NC(=S)NC1CCS(=O)(=O)C1)c1ccccc1Br (configuration not stated)
i | i | 0.02 | CC(=O)Nc1ccc(CN2CCCC(C(=O)c3ccc(C(F)(F)F)cc3)C2)cc1 (configuration not stated)
i | i | 0.64 | CCC(Sc1nc2ccccc2[nH]1)C(=O)Nc1cc(C)on1 (configuration not stated)
i | i | -0.86 | O=C(O)c1ccc2cc[nH]c2c1
i | i | 0.02 | Cc1nn2c(=O)nc3sc4c(c3c2[nH]c1=O)CCCC4
i | i | -5.3* | CCOC(=O)c1c(C)[nH]c(C)c1C(=O)CSc1nc2ccccc2n1CC
i | i | -2.3 | CCc1ccc(S(=O)(=O)Nc2cc3c(cc2C)n(C)c(=O)n3C)cc1
i | i | 0.02 | COc1cccc(NC(=O)N2CCN(C(=O)C(Cc3ccc(OC)c(OC)c3)NC(C)=O)CC2)c1 (configuration not stated)
i | i | 0.32 | COc1ccccc1-c1nn2c(C(F)(F)F)nnc2s1
i | i | 2.3 | O=C(NCCc1ccccc1)C1CCN(C2CCN(Cc3ccc(CO)o3)CC2)CC1
i | i | -1.2 | CC1(C)CCC[C@]2(C)[C@H]3CC(=O)O[C@]3(C)CC[C@@H]12
i | i | -0.06 | O=C(Nc1cccc(Cl)c1)C1=Cc2cc(Cl)ccc2OC1
i | i | 2 | COc1ccc(/C=C/C(=O)NCCNC(=O)c2ccccc2)cc1OC
i | i | -1.3 | CCOc1cc(C2C3=C(CCCC3=O)NC3=C2C(=O)CCC3)ccc1OCCO
i | i | 0.72 | Cc1cc(=O)[nH]c(SCc2nc3ccccc3s2)n1
i | i | 0.93 | COCCCn1c(=O)c2sccc2n2c(CCCC(=O)NCc3cccc(OC)c3)nnc12
i | i | 0.04 | COc1ccc(S(=O)(=O)NNC(=O)c2cc3cc4ccccc4nc3s2)cc1
i | i | 0.06 | Nc1ccc(NC(=O)NC2CCCCC2)cc1
i | i | 1.7 | CCC(=O)N1CCc2cc(S(=O)(=O)NC(C(=O)NCc3ccc(F)cc3)C(C)C)ccc21 (configuration not stated)
i | i | -0.05 | Cc1cccc(OCC(=O)Nc2c3c(nn2C(C)(C)C)CS(=O)(=O)C3)c1
i | i | -0.2 | CC(=O)Nc1ccc(-c2nnn(CC(=O)c3ccccc3)n2)cc1Cl
i | i | 0.04 | COc1cccc(-n2c(SCC(=O)N3CCOCC3)nnc2-c2c[nH]c3ccccc23)c1
i | i | 0.85 | Cc1csc(NC(=O)CSc2nc3[nH]ncc3c(=O)[nH]2)n1
i | i | -0.9 | CN(C)c1ccc(NC(=O)Cn2cc3c(n2)CCCC3)cc1
i | i | 1.3 | Cc1ccc(-n2nc3c(N4CCC(C(=O)NCc5cccc(F)c5)CC4)nnc(C)c3c2C)cc1
i | i | -0.95 | CCC(C)(C)NC(=O)C(c1ccccn1)N(C(=O)c1csnn1)c1ccccc1 (configuration not stated)
i | i | -1.1 | COCCn1cnc2c1c(=O)n(Cc1ccc(Br)cc1)c(=O)n2Cc1ccccc1
i | i | 1.7 | O=C(NNC(=O)c1cc2cc(OC(F)(F)F)ccc2[nH]1)c1ccc(Cl)cc1
i | i | -0.18 | Fc1ccc(OCc2nc(-c3ccc(Br)o3)no2)c(F)c1
i | i | 0.24 | O=C(CCCN1C(=O)S/C(=C/C=C/c2ccccc2)C1=O)Nc1ccc(C(=O)O)cc1
i | i | -1 | Cc1ccccc1CNC(=O)Cn1ccc2cc(S(=O)(=O)N3CCCCCC3)ccc21
i | i | -0.14 | S=C(Cc1ccc(-c2ccccc2)cc1)N1CCOCC1
i | i | 0.42 | Cc1ccccc1N(C(=O)Cc1ccsc1)C(C(=O)NC1CCCCC1)c1ccc(F)cc1 (configuration not stated)
i | i | -1.6 | Cc1cc(NC(=O)CSc2nnnn2Cc2ccccc2)no1
i | i | -0.2 | CCCSc1nc(N2CCCC2)c2c(c1C#N)CC(C)(C)OC2
i | i | 0.85 | COc1cc(C(=O)Nc2ccc(S(=O)(=O)Nc3onc(C)c3C)cc2)cc(OC)c1OC
i | i | -1.1 | CCS(=O)(=O)C1=NSC2=NC(=O)/C(=C\c3ccc(OC(=O)c4ccco4)cc3)C(=N)N21
i | i | -0.52 | O=C(CSc1nnc(-c2c[nH]c3ccccc23)o1)N1c2ccccc2CCc2ccccc21
i | i | 0.56 | Cc1cc(C)nc(NC(=O)CSc2nc3cc(Cl)ccc3s2)n1
i | i | 1.8 | O=C(NC(=O)C(F)(F)F)Nc1ccc(S(=O)(=O)Nc2nccs2)cc1

2 entries from above, with each value named.
SMILES: COc1ccc(/C(O)=C2\C(=O)C(=O)N(c3cc(C)on3)C2c2ccc(OC)c(OC)c2)cc1OC (configuration not stated)
  KCNQ2 block: i	CHT block: i	Kir21 block: 0.82

SMILES: O=C(C1=C[C@H](c2csc3ccccc23)C[C@H](OCc2ccc(CO)cc2)O1)N1CCN(Cc2ccccc2)CC1
  KCNQ2 block: i	CHT block: i	Kir21 block: -0.03

With a hit mark in KCNQ2 block (from the list above):
KCNQ2 block | CHT block | Kir21 block | mol
-6.1* | i | -0.32 | CCC(C)NC(=O)COC(=O)c1oc2ccccc2c1CSc1ccc(Cl)cc1 (configuration not stated)

Rewritten with each value named: entries from further up
COc1ccc(S(=O)(=O)NNC(=O)c2cc3cc4ccccc4nc3s2)cc1
  KCNQ2 block: i	CHT block: i	Kir21 block: 0.04
O=C(CSc1nnc(-c2c[nH]c3ccccc23)o1)N1c2ccccc2CCc2ccccc21
  KCNQ2 block: i	CHT block: i	Kir21 block: -0.52
Cc1cc(C)nc(NC(=O)CSc2nc3cc(Cl)ccc3s2)n1
  KCNQ2 block: i	CHT block: i	Kir21 block: 0.56
CN(C)c1ccc(NC(=O)Cn2cc3c(n2)CCCC3)cc1
  KCNQ2 block: i	CHT block: i	Kir21 block: -0.9

Next part:
KCNQ2 block | CHT block | Kir21 block | mol
i | i | 0.01 | Cc1csc(SCC(=O)O)n1
i | i | -2.4 | Oc1ccc2ccccc2c1N=Nc1ccccn1
i | i | -2.1 | N#Cc1c(N)nc(-c2ccccc2)nc1-c1ccccc1
i | i | -0.46 | CCOC(=O)c1nccnc1C(=O)Nc1cccc(C(F)(F)F)c1
i | i | -1 | Cc1cc(C)cc(NC(=S)N2CCN(Cc3ccccc3)CC2)c1
i | i | -1.5 | Cc1nn(-c2ccccc2)c(C)c1/C=N/n1c(-c2ccc(Cl)cc2)n[nH]c1=S
i | i | 1.5 | CCCOc1ccc(N2C(=O)CC(N(C(=O)c3ccco3)c3ccc(OCCC)cc3)C2=O)cc1 (configuration not stated)
i | i | 0.9 | Cc1cccc(NC(=O)CSCC(=O)NCc2cccc(C(F)(F)F)c2)c1
i | i | 0.05 | CSc1ccccc1C(=O)N1CCCC(CNC(=O)c2ccc(F)cc2)C1 (configuration not stated)
i | i | 0.23 | N#CC1=C(N)Oc2cc(N)ccc2C1c1ccsc1 (configuration not stated)
i | i | 1.4 | CC(C)OC(=O)c1nnc(Cc2ccc(F)cc2)o1
-5.6* | i | -1.1 | c1ccc(-c2cn(-c3ccccc3)c3ncnc(NCCCN4CCOCC4)c23)cc1
i | i | 0.74 | O=[N+]([O-])c1cc2c(c(CSc3ncccn3)c1)OCOC2
i | i | 0.08 | C/C(=N/NC(=O)c1nnn(-c2nonc2N)c1-c1ccccc1)c1ccc2c(c1)OCO2
i | i | 0.34 | c1ccc2c(c1)ncn2CCn1cnc2ccccc21
i | i | 0.49 | COc1cccc(NC(=O)c2cc(=O)c3ccccc3o2)c1
i | i | -1.2 | O=C(CC12CC3CC(CC(C3)C1)C2)Nc1ccc(C(=O)O)cc1
i | i | -1.4 | O=S(=O)([O-])C(c1ccccc1)[n+]1ccccc1 (configuration not stated)
i | i | -0.79 | Cc1ccc(C)c(OCCNc2ncccc2[N+](=O)[O-])c1
i | i | 0.54 | NC(=O)NC(Cc1ccccc1)C(=O)Nc1ccc(S(N)(=O)=O)cc1 (configuration not stated)
i | -5* | 0.13 | CCNc1nc2[nH]c(=O)c3c(c2s1)OC(N)=C(C#N)C3c1ccc(C)cc1 (configuration not stated)
i | i | -0.36 | CCN(CC#CCC(O)(c1ccccc1)C1CCCC1)C(C)C (configuration not stated)
i | i | -1.1 | COC(=O)CSc1nc(NC#N)nc(NC(C)C)n1
i | i | 0.96 | Cc1ccc(C(=O)N2CCC3(CC2)Oc2ccc(F)cc2C(=O)C32CC(c3ccc(Cl)cc3)=NO2)s1 (configuration not stated)
i | i | 0.63 | Cc1ccc(S(=O)(=O)NC2(C(F)(F)F)NC(=O)N(c3ccc(F)cc3)C2=O)cc1 (configuration not stated)
i | i | -0.13 | CC(C)CNC(=S)N1CCC(NC(=O)C23CC4CC(CC(C4)C2)C3)CC1
i | i | 0.69 | NS(=O)(=O)c1ccc(Oc2ccc(S(N)(=O)=O)cc2)cc1
i | i | -0.8 | O=S(=O)(c1ccc2ccccc2c1)N1CCC(c2nc(-c3ccncc3)no2)CC1
i | i | 1.9 | COc1ncnc2c1ncn2CC1COC(C)(C)O1 (configuration not stated)
i | i | -1.8 | CC(=O)Nc1nonc1-c1nc2ccccc2n1CCC#N
i | i | -1.1 | Cc1cc(C)cc(N(CC(=O)NCc2cccnc2)S(C)(=O)=O)c1
i | i | -1.7 | Cc1c(C(=O)NN)sc(=S)n1C
i | i | 0.03 | O=[N+]([O-])c1cccc(/C=N/n2c(C3CCCCC3)n[nH]c2=S)c1
i | i | 0.96 | CCc1nnc(NC(=O)C(NC(=O)c2ccccc2Cl)C(C)C)s1 (configuration not stated)
i | i | -0.94 | Cc1cc(C(=O)NCc2cccc(Cl)c2)c2ccccc2n1
i | i | 0.57 | Cc1ccc(C(=O)Nc2ccccc2C(=O)O)cc1S(=O)(=O)Nc1ccc(Br)cc1
i | i | 0.72 | N#CCCNc1c(Cl)cc(Cl)cc1C(=O)O
i | i | -1.9 | CC(=O)N1c2ccc(S(=O)(=O)N3c4ccccc4CC3C)cc2CC1C (configuration not stated)
i | i | 1.9 | COc1ccc(/C=C(\NC(=O)c2ccc(OC)cc2)C(=O)NC(CCSC)C(=O)O)cc1 (configuration not stated)
i | i | -0.11 | CN1OC(Cn2cc(C#N)c(=O)n(C)c2=O)CC1c1ccccc1 (configuration not stated)
i | i | -4.7* | CN1CCN(Cc2ccc(-c3ccc(Cl)cc3)o2)CC1
i | i | 1.3 | O=c1c2cccc3c2c(nn1-c1ccccc1)-c1ccccc1-3
i | i | 0.02 | O=C(Nc1ccccc1)c1ccc(CSc2ncccn2)cc1
i | i | -2.4 | O=C(NCc1ccco1)c1ccc(NS(=O)(=O)c2cccc([N+](=O)[O-])c2)cc1
i | i | 1.8 | Clc1ccc(CSc2ccc(-c3cccnc3)nn2)cc1
i | i | 0.95 | CN(C)c1oc(-c2cccs2)nc1C#N
i | i | -1.1 | Fc1cccc(F)c1CSc1nc2ccccc2[nH]1
i | i | -1.5 | O=C(c1ccccc1Br)N(Cc1ccccc1)c1ccccc1
i | i | 1.3 | CCOC(=O)CNC(=O)C(=O)c1c(O)[nH]c2ccccc12
i | i | 0 | CCOC(=O)C1CCN(C(=O)C2CCN(c3nc4ccc(OC)cc4s3)CC2)CC1
i | i | -0.14 | CC(=O)NC1CC2CCCC(C1)N2C(=O)Nc1ccccc1 (configuration not stated)
i | i | 1.9 | COc1cc(OC)cc(C(=O)Nc2ccc(C(=O)c3ccncc3)cc2)c1

Compound activity deposited in PubChem BioAssay by Johns Hopkins Ion Channel Center.
